# Screening results (PubChem)
# KCC2 mod = modulates chloride dependent transport by human KCC2. KCC2 cells, thallium flux FluoZin-2 fluorescence. 2.2% of 190,000 active. B-score of Tl+ flux slope (higher = more flux/activation; lower = inhibition) at 10 µM;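 active means thallium flux slope and its plate-corrected score both differing from the plate sample mean at a set confidence after two filtering rounds, in either direction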;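 further: slope of fluorescence scaled to starting intensity during 10 to 20 s after thallium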
# Furin inh = human furin inhibition; P09958; purified furin, fluorogenic substrate cleavage; inhibition, % at 30 µM; 0.061% of 220,000 active; in the data active means inhibition above about 25%; further: inactives centre near -15
# Target sequence (P09958 108-714 limits assumed): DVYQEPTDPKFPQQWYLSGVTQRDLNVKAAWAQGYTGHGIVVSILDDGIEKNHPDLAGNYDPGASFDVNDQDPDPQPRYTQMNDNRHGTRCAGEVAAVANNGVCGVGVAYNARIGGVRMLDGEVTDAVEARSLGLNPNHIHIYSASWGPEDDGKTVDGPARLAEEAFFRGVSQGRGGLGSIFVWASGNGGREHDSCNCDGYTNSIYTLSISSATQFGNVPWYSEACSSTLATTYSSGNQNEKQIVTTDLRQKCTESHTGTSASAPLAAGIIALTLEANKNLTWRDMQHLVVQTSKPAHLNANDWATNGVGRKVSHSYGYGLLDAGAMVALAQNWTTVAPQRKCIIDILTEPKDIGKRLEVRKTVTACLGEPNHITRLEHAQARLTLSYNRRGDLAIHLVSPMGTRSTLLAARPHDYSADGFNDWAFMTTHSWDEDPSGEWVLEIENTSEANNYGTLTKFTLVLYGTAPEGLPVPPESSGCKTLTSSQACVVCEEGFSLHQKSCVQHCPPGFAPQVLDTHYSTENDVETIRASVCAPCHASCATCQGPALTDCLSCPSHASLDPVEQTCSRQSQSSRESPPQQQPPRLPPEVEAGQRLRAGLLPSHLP
# Thrombin inh = blocks human thrombin protease activity; P00734; alpha-thrombin, Boc-VPR-AMC fluorogenic substrate cleavage; inhibition, % at 5 µM; 0.26% of 220,000 active; AID 1046;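 active means inhibition at or above 40%; inactive means inhibition below 40%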;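 further: 0% = enzyme with no compound and 100% = wells without enzyme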
#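 signal = AMC fluorescence, 355/460 nm | material = human alpha-thrombin enzyme | control set = enzyme without compound as high, wells lacking enzyme as low | times = reaction at room temperature | read-out basis = percent inhibition scaled between no-compound controls and no-enzyme blanks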
# TRPN1 ag = zebrafish TRPN1 (NompC) channel agonism. HEK293 zebrafish TRPN1-YFP, Fluo-8 calcium fluorescence; 100% = response to 87 µM carbachol. activation, % at 3 µM. 0.18% of 220,000 active;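 active means activation above its plate's cutoff, the mean activation of test wells on that plate plus 3 SD, cut at about 19% in these data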;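 further: 0% = DMSO alone and 100% = 87 µM carbachol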
#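 System: zebrafish TRPN1-YFP in HEK293 cells / Dosing: 3 µM single point / Timing: dye loading 1 h at 37 °C, then 30 min room temperature / Signal: Fluo-8 calcium fluorescence, excitation 470-495 nm, emission 515-575 nm / Read-out basis: percent activation from peak over basal fluorescence ratio, control-normalized / Control set: high carbachol 87 µM, low DMSO alone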
# TRPML3 ag = agonists of human TRPML3 channel; HEK293 TRPML3-YFP, Fluo-8 calcium fluorescence; 100% = the carbachol control signal; activation, % at 3 µM; 0.29% of 220,000 active; AID 1448;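 active means activation above its plate's cutoff, the mean activation of the plate's test wells plus 3 SD, cut at about 12% in these data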;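 further: 0% = DMSO only wells and 100% = carbachol wells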
#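 Material: HEK293 cells stably carrying human TRPML3-YFP; compound dosing: single dose, 3 µM final nominal compound, 0.3% DMSO final; incubation: 1-h 37 °C dye load, 5-s basal, 120-s post-compound reads; technique: Fluo-8 intracellular calcium fluorescence, excitation 470-495 nm, emission 515-575 nm; read-out basis: percent activation from peak-to-basal fluorescence ratio, scaled between DMSO and carbachol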
# m-calpain inh = blocks pig calpain II enzyme activity. 0.37% of 220,000 active. inhibition, % at 16 µM. purified calpain II, fluorogenic peptide substrate, 30 min;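 active means inhibition above about 50%, limit read from the data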
# TbHK1 inh = blocks Trypanosoma brucei hexokinase 1 activity. recombinant TbHK1, G6PDH-coupled NADH A340. inhibition, % at 10 µM. 0.11% of 220,000 active. AID 1430;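 active means inhibition of 50% or more in the single-dose primary screen; inactive means inhibition below 50%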
# EBV gp42 inh = blocks Epstein-Barr virus glycoprotein 42 binding | Fluorescence polarization binding assay, mP read-out | 0.42% of 220,000 active | inhibition, % (tested at 21.74 µM) | Q1HVG2; in the data active means inhibition above about 50%
# Target sequence (Q1HVG2 whole entry, looked up): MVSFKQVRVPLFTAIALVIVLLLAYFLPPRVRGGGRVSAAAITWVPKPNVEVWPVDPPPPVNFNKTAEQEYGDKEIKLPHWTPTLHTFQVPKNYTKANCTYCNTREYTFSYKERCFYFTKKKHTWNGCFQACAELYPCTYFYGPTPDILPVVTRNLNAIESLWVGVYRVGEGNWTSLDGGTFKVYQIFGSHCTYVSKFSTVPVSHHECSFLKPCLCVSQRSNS
# PPC-1+TRAIL kill = PPC-1 cancer cell killing with TRAIL present. PPC-1 cells + TRAIL, ATPLite viability luminescence. cell killing (% activity), % at 4 µM. 0.41% of 220,000 active. AID 1443;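 active means cell killing above 50% in the first pass at 4 µM, then a duplicate retest at 5 µM averaging 50% or more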;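 further: plate controls were cells with TRAIL plus DMSO for no effect and medium-only wells lacking cells for full effect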
# The depositor's hits bear a star; i = inactive; . = no result given; [ ] = another dose, or the depositor's remark.
# Each structure is followed by: KCC2 mod	Furin inh	Thrombin inh	TRPN1 ag	TRPML3 ag	m-calpain inh	TbHK1 inh	EBV gp42 inh	PPC-1+TRAIL kill
CCc1ccc(NC(=O)c2ccc(F)c(S(=O)(=O)N(CC)c3ccccc3)c2)cc1
  -0.041	-12	-2	-1.5	0.6	-17	2	-1	5
Nc1nnn(CC(=O)N/N=C/c2ccco2)n1
  0.67	-10	4	1.2	1.2	-12	3	-11	16
Cn1nc(-c2ccccc2)c(CSc2cccc(Cl)c2)c1Cl
  0.006	-18[20 µM]	5	-0.3	-0.1	1	17	-18	6
CC(=O)c1ccc(N2CCN(C(=O)c3ccc(Cn4c(=S)[nH]c5ccc(N6CCOCC6)cc5c4=O)cc3)CC2)cc1
  0.1	-7	-21	-0.3	0.5	-234	-35	-3	8
Cc1ccc(S(=O)(=O)N2CCCCC2)cc1NC(=O)c1ccc2ccccc2n1
  -1.4	-6	-1	0.7	1.2	0	-4	-36	36
Cc1nnsc1C(=O)NNC(=O)Nc1ccccc1
  .	-8	-3	0.7	0.5	9	1	-2	4
Cc1ccccc1NS(=O)(=O)c1ccc(OCCNS(C)(=O)=O)cc1
  0.55	-4	-11	0.0	0.6	2	35	1	21
N#Cc1cccc(S(=O)(=O)NCC(=O)OCC(=O)c2ccc[nH]2)c1
  -0.86	-19	-10	-1.6	0.4	-45	4	6	4
CCOC(=O)C1CN(S(=O)(=O)c2ccccc2)c2cc(S(=O)(=O)CC)ccc2O1 (centres undefined)
  -0.42	-27[20 µM]	2	1.7	0.2	-6	-3	-6	15
CCOC(=O)C(=CNc1ccc(C(F)(F)F)cc1Cl)C(=O)OCC
  0.0078	-16	-3	0.5	-0.7	-8	-14	-8	-2
O=C(O)c1ccc(NS(=O)(=O)c2ccc(Cl)c(Cl)c2)cc1O
  .	-19	-8	0.4	1.0	-41	-3	-8	-7
O=C(OCC(=O)N1CCCCCC1)c1ccc(S(=O)(=O)N2CCOCC2)cc1
  1.4	-35	-9	-0.6	1.7	-26	4	-5	-1
Cc1[nH]nc2c1C(c1cccs1)C1=C(CCCC1=O)N2 (centres undefined)
  -0.13	-20	-1	-0.5	0.4	-126	-22	-13	8
Cc1c(NS(=O)(=O)c2cccc(C(=O)OCC(=O)N(C)C3CCCCC3)c2)c(=O)n(-c2ccccc2)n1C
  1.5	-20	5	-0.9	0.4	-13	0	-1	-5
O=C(OCc1ccco1)c1cccnc1
  -0.00093	-32	5	2.0	0.5	-38	1	-22	8
O=C(CSc1nc2c(c(=O)n1-c1ccc(Cl)cc1)SCC2)NCC1CCCO1 (centres undefined)
  -0.26	-11	-1	1.4	0.3	24	-25	-25	12
CCOC(=O)c1ccc(NC(=O)CSc2nnc(Cn3c(=O)sc4ccccc43)n2C)cc1
  0.84	-20	-3	-1.8	-0.4	6	-3	-13	4
CCOC(=O)/C=c1\s/c(=C\c2sccc2C)c(=O)n1CC(=O)NCc1ccc(C)cc1
  0.02	-19	-3	-0.1	0.4	-11	23	-26	22
Cc1cc2c(n1-c1ccc(C(N)=O)cc1)CC(C)(C)CC2=O
  -1.3	-4[20 µM]	-1	0.4	-0.7	-7	0	-3	17
O=C(CNS(=O)(=O)N1CCOCC1)N/N=C/c1cccnc1
  0.56	-2	-7	0.5	0.1	-20	0	-28	14

# In a second layout: four of the compounds above
O=C(OCC(=O)N1CCCCCC1)c1ccc(S(=O)(=O)N2CCOCC2)cc1
  KCC2 mod = 1.4	Furin inh = -35	Thrombin inh = -9	TRPN1 ag = -0.6	TRPML3 ag = 1.7	m-calpain inh = -26	TbHK1 inh = 4	EBV gp42 inh = -5	PPC-1+TRAIL kill = -1

Cc1[nH]nc2c1C(c1cccs1)C1=C(CCCC1=O)N2 (centres undefined)
  KCC2 mod = -0.13	Furin inh = -20	Thrombin inh = -1	TRPN1 ag = -0.5	TRPML3 ag = 0.4	m-calpain inh = -126	TbHK1 inh = -22	EBV gp42 inh = -13	PPC-1+TRAIL kill = 8

Cc1c(NS(=O)(=O)c2cccc(C(=O)OCC(=O)N(C)C3CCCCC3)c2)c(=O)n(-c2ccccc2)n1C
  KCC2 mod = 1.5	Furin inh = -20	Thrombin inh = 5	TRPN1 ag = -0.9	TRPML3 ag = 0.4	m-calpain inh = -13	TbHK1 inh = 0	EBV gp42 inh = -1	PPC-1+TRAIL kill = -5

O=C(OCc1ccco1)c1cccnc1
  KCC2 mod = -0.00093	Furin inh = -32	Thrombin inh = 5	TRPN1 ag = 2.0	TRPML3 ag = 0.5	m-calpain inh = -38	TbHK1 inh = 1	EBV gp42 inh = -22	PPC-1+TRAIL kill = 8

# More entries:
# Each structure is followed by: KCC2 mod	Furin inh	Thrombin inh	TRPN1 ag	TRPML3 ag	m-calpain inh	TbHK1 inh	EBV gp42 inh	PPC-1+TRAIL kill
CC(C)NC(=O)CN(Cc1ccccc1)S(=O)(=O)c1ccccc1
  0.23	-19	3	4.0	0.4	4	9	-7	-8
CCOC(=O)CNc1c(-c2ccc(O)cc2)nc2ccccn12
  .	-69	-9	1.7	0.6	i	-12	2	10
c1ccc(COc2ccc(OCCCNC3CCCC3)cc2)cc1
  -0.52	-21[20 µM]	-3	1.2	2.0	-29	12	-10	21
CC(C)CC1NC(=O)N(CC(=O)N2CCCc3ccccc32)C1=O (centres undefined)
  0.48	-27	-1	0.8	-0.3	1	1	-5	-2
Cc1ccc(-c2nc3ccccn3c2C=O)cc1
  -0.41	-20	-4	-1.2	-0.9	26	-9	-29	17
C/C(=N/N1CCN(Cc2cccc3ccccc23)CC1)c1ccco1
  -0.038	-29	0	1.7	0.6	-8	-11	-3	-2
CNC(=O)NC(=O)Cn1nc2n(c1=O)-c1ccccc1SC2
  -0.23	-20	-1	0.1	0.7	14	-9	-14	-9
Cc1ccc(C(=O)C(NC(=O)c2ccco2)Nc2sc3c(c2C(N)=O)CCCC3)cc1 (centres undefined)
  -0.33	-19[20 µM]	-4	-0.2	1.2	-62	-4	3	10
CCOc1ccc(C2C(C(=O)c3ccco3)=C(O)C(=O)N2CCCn2ccnc2)cc1 (centres undefined)
  -0.7	-9[20 µM]	0	-0.5	0.6	-18	-15	-2	14
COC(=O)c1c(NC(=O)Cc2ccccc2)sc(C)c1C
  -0.49	-3[20 µM]	1	-0.1	-0.3	3	0	4	21
COC(=O)c1ccc(NC(=S)NCCCn2ccnc2)cc1
  .	-17	-1	-1.1	0.4	6	7	-12	1
Cc1nn(C)c(C)c1/C=C(\C#N)C(N)=O
  0.84	-8	-13	0.7	0.9	0	-19	3	24
O=c1cc(CN2CCN(c3ccc(F)cc3)CC2)c2cc3c(cc2o1)CCCC3
  -1.5	-19[20 µM]	17	0.0	0.6	6	-1	-9	15
CCC1CCCCN1S(=O)(=O)c1ccccc1[N+](=O)[O-] (centres undefined)
  0.095	-20	-2	-0.7	22*	-5	2	-2	15
CCn1c(-c2cccc(Br)c2)n[nH]c1=S
  1.2	-19[20 µM]	-1	-1.2	0.1	-40	-4	-3	-1
CC(CCc1ccccc1)NC(=O)N1CCOCC1 (centres undefined)
  1.2	1	0	1.1	0.5	-9	38	-4	-3
O=C(OCC(=O)N1CCCCCC1)c1n[nH]c(=O)c2ccccc12
  -0.074	-12	-10	2.4	0.7	11	-4	-19	33
Clc1ccc2c(c1)-c1[nH]ncc1CS2
  0.16	-12	-4	-0.5	-0.3	-17	-8	-9	2
Cc1cc(C)cc(C(=O)N2CC(=O)Nc3ccccc32)c1
  1.2	-16[20 µM]	10	1.1	0.4	13	1	8	1
O=C(Oc1ccccc1C(=O)Oc1ccccc1)c1cccnc1
  -0.38	-10	-1	-1.3	0.3	-18	5	-5	13
COc1ccc(CN(C)CC(=O)NC(C)c2ccccc2)c(OC)c1 (centres undefined)
  -0.13	-18	-1	0.5	0.8	18	-1	-9	13
COc1ccc(C(=O)N/C(=C\c2ccc3c(c2)OCO3)C(=O)NCCc2nc3ccccc3[nH]2)cc1
  -1.3	-1	-7	0.2	0.1	16	-7	-5	24
CCn1cc(C(=O)O)c(=O)c2cnc(N3CCN(C(=S)NC(=O)c4ccccc4Cl)CC3)nc21
  -0.3	-16	-9	-0.3	0.1	-18	-21	-3	4
O=C(O)c1ccccc1C(=O)NCc1ccc(F)cc1
  -1.4	-1	-7	-0.1	0.8	1	37	-12	17
C=CCn1c2ccccc2c2nnc(SC(CC)C(=O)Nc3nc(C)c(C(=O)OCC)s3)nc21 (centres undefined)
  .	-11	-5	-0.7	1.0	-34	-24	7	-7
CCOC(=O)N1CCC(n2c(SCC(=O)Nc3ccccc3OC)nc3ccccc3c2=O)CC1
  -1.6	-4[20 µM]	-9	-0.2	0.8	22	-4	6	-8
CC(C)CC(CO)N1CCN(C(=O)c2ccc(C(C)(C)C)cc2)CCC1=O (centres undefined)
  0.025	-10	-1	5.7	0.6	-7	-3	-11	26
COc1cc(C(=O)Nc2ccncc2)c([N+](=O)[O-])cc1OC
  1.1	7	2	-1.6	-0.2	16	-24	-9	-3
CCCCCNc1nc2sc3c(c2c(=O)n1-c1cccc(Cl)c1)CCN(C)C3
  0.17	-56	-1	-0.1	-0.1	-41	-34	-13	15
O=c1c(O)cccc2cc(O)c(O)c(O)c12
  -0.2	-4	3	0.6	-0.4	20	70*	82*	2
CCOC(=O)N1CCN(C(=O)COc2cc(=O)n(C)c3ccccc23)CC1
  0.085	-9[20 µM]	-2	0.9	0.1	-15	-3	-15	6
O=C(CCc1n[nH]c(=O)[nH]c1=O)Nc1cccc([N+](=O)[O-])c1
  1.7	-2	3	0.4	0.8	17	5	3	11
COc1ccc(CCN2C(=NC(C)=O)SC3CS(=O)(=O)CC32)cc1OC (centres undefined)
  0.17	-19	-15	0.1	1.6	-6	5	4	25
CCCCOCCCn1c(-c2ccco2)nc2nc3ccccc3nc21
  0.11	-130	-9	1.1	-0.7	i	-21	-13	8
CCC(C)(C)NC(=O)/C=C/c1cc(OC)c(OC)c(S(=O)(=O)N2CCc3ccccc32)c1
  0.79	-20	-1	-0.6	0.1	-7	-4	7	-3
O=C(Cn1nnc(-c2ccc(S(=O)(=O)N3CCCC3)cc2)n1)Nc1ccccc1-n1cccc1
  .	-13	-8	0.3	0.6	-4	3	-16	0
Cc1ccc(S(=O)(=O)N2CCN=C2SCc2ccc(Cl)c(Cl)c2)cc1
  -0.028	-27	-7	-1.3	0.7	-9	8	-2	11
C/C=C\C(=O)Nc1cccc(C2=NOC3(C2)C[C@@H](C(N)=O)N(C(=O)c2ccccc2)C3)c1 (some centres undefined)
  -0.27	-16	-8	.	.	-3	-5	0	-14
CC(=O)Nc1nc(-c2cccs2)cs1
  0.16	-22[20 µM]	24	-0.1	0.0	-11	3	-14	46
COc1ccc(S(=O)(=O)N2CCC(C(=O)N3CCOCC3)CC2)cc1
  -0.059	-28[20 µM]	-2	1.0	1.2	15	9	4	21
c1csc(-c2nc3ccccc3s2)c1
  1.8	-17	-13	-0.6	0.0	-90	-23	-3	-4
Cc1ccc(CN(Cc2cccnc2)C(=S)Nc2cccc(Cl)c2C)cc1
  1.4	-26	-5	-2.3	-0.4	-6	3	6	2
C#CC(=O)N(c1cc(OC)ccc1OC)C(C(=O)NC1CCCC1)c1cccs1 (centres undefined)
  1.4	-14[20 µM]	8	-3.0	-1.0	-6	3	-14	98*[5 µM]
Cc1ccc(NC(=O)CCc2c(C)nc3ncnn3c2C)nc1
  .	-16	-1	1.4	-0.1	-18	2	-19	18
COc1cc(NC(=O)CSc2nc3ccccc3cc2Cc2ccccc2)cc(OC)c1
  -1	-16[20 µM]	-8	0.6	1.0	6	-12	-7	-4
